Dengue-2 NS5 capping: Dengue-2 NS5 methyltransferase inhibitors, primary screen, biochemical, confirmation dose response (AID 588689); Dengue-2 NS5 methyltransferase capping enzyme assay, biochemical; higher % means a stronger effect; inhibition, % at 25 µM, or IC50 in µM where a hit was titrated; 340,000 compounds, 0.3% hits; in the data active = a potency from the dose series
Dengue-2 NS5 capping pilot replicate: further read-out of Dengue-2 NS5 capping, marked with its call; inhibition, %; measured here: pilot screen replicate inhibition
Numbers without * were called inactive. Not all compounds are listed; the hit share may differ from the screen's.

SMILES	Dengue-2 NS5 capping	others
CCc1nnc(NC(=O)C2CCN(c3ncnc4sc(C)c(C)c34)CC2)s1	-9%
O=C(COC(=O)c1c(F)cccc1F)NC(=O)NCc1ccccc1	7%
Cc1cc2oc(=O)cc(-c3ccccc3)c2c(C)c1-c1ccc(C(F)(F)F)cc1	-10%	Dengue-2 NS5 capping pilot replicate=-5.4
Cc1ccc(S(=O)(=O)CCC(=O)NNC(=O)CN(C)S(=O)(=O)c2ccc(C)cc2)cc1	2%
CCCCCN(C(=O)CCC(=O)OCCOc1ccc(OCC)cc1)c1c(N)n(CCCC)c(=O)[nH]c1=O	1%
O=C(COC(=O)c1ccccc1OCc1ccc(Cl)cc1)NCC1CCCO1 (stereo unspecified)	-3%
COc1ccc(NC(=O)CN(C)C(=O)c2ccc3c(c2)OCCO3)cc1	-4%
CCc1noc(C)c1C(=O)NNC(=O)c1ccccc1F	4%
O=C(CN1CCN(C(=O)CNC(=O)c2ccc3c(c2)OCO3)CC1)Nc1ccccc1Cl	4%
O=C(CN1CCN(S(=O)(=O)c2ccc3c(c2)OCCO3)CC1)Nc1ccccc1Br	5%
CCOc1ccc(/C=C(\C#N)C(=O)NC2CC2)c(OCC)c1	-6%
CN(CC(=O)Nc1c(Cl)cccc1Cl)C(=O)CNC(=O)c1ccc2c(c1)OCO2	0%
N#Cc1ccc(OCC(=O)NCCN2CCOCC2)cc1	2%
CC(C)[C@H](NC(=O)OCc1ccccc1)C(=O)OCC(=O)N1C(C)CCCC1C (stereo partly specified)	-2%
CC(Sc1nnc(C2CC2)n1Cc1ccccc1)C(=O)N1CCNC1=O (stereo unspecified)	-2%
CCN(CC)C(=O)C1=C(C)N(Cc2ccc(C(C)(C)C)cc2)C(=O)C(CC(=O)NCCc2ccccn2)C1 (stereo unspecified)	-2%
CC(C)C1C(=O)N(Cc2cn(CCC3OCCO3)nn2)CCS(=O)(=O)N1Cc1ccc(-c2ccncc2)cc1 (stereo unspecified)	-1%
O=C(CNC(=O)c1ccc2c(c1)OCO2)Nc1cccc(Br)c1	-2%
COc1ccccc1N(CC(=O)N/N=C(\C)c1ccc(F)cc1)S(=O)(=O)c1ccccc1	10%
CC(OC(=O)c1cc(=O)[nH]c2ccccc12)C(=O)Nc1ccc(Cl)cn1 (stereo unspecified)	-13%
CC(C)C[C@H](NC(=O)c1nc[nH]c1C(=O)N1CCNCC1)C(=O)OCc1ccccc1	-1%
COc1ccc(C(CNC(=O)c2[nH]c(C)c(C(C)=O)c2C)N2CCOCC2)cc1 (stereo unspecified)	2%
O=C(NC1CC(=O)N(c2ccc3c(c2)OCCO3)C1)N1CCCCC1 (stereo unspecified)	2%
Cn1c(N)c(C(=O)CSc2nc(C3CC3)n(-c3ccccc3)n2)c(=O)[nH]c1=O	-2%
CN1CCN(c2ccc(S(=O)(=O)N3CCCCC3)cc2NC(=O)CCc2ccccc2)CC1	-4%
Cc1ccccc1S(=O)(=O)N(C)C[C@@H]1OCc2cnnn2CCCC(=O)N([C@@H](C)CO)C[C@H]1C	-3%
COCc1c(C(=O)NCCOc2ccc(Cl)cc2)oc2ccccc12	0%
COc1ccc(C(=O)COC(=O)CCCN=C2NS(=O)(=O)c3ccccc32)c(OC)c1	1%
O=C(CNC(=O)c1ccco1)NNC(=O)c1cccc(Cl)c1	-12%
COc1ccccc1C(=O)NC(CCSC)C(=O)NNC(=O)c1ccncc1 (stereo unspecified)	-6%
O=C1NCCCC1(c1ccccc1)c1ccccc1	-2%
C#CCOCCOCCOCCNc1nc(N2CCN(C(=O)[C@H]([C@@H](C)O)n3cc(CCCCN)nn3)CC2)nc(N2CCN(C(=O)[C@H](C)n3cc(CCC(=O)O)nn3)CC2)n1	6%
CCCCC(=O)OCc1c(-c2cccc(OC)c2)ncc2ccccc12	-2%
O=C(O)c1ccc(N=C2c3ccccc3-c3ccccc32)cc1	6%
COc1ccc(CNC(=O)CSc2nnc(C3CC3)n2C2CC2)cc1	-7%
CC1CCCC(NC(=O)Cn2c(Cl)nc3c2c(=O)n(C)c(=O)n3C)C1C (stereo unspecified)	3%
Oc1cc(Nc2ccccc2)cc2cccnc12	1%
CC(OC(=O)/C=C/c1ccccc1)C(=O)Nc1ccc2c(c1)OCCO2 (stereo unspecified)	-3%
CCOC(=O)C1C(O)=CC(=O)CC1c1ccccc1 (stereo unspecified)	-11%
COc1ccc(C(CNC(=O)c2cc(S(=O)(=O)N3CCN(c4ccccc4)CC3)ccc2Cl)N(C)C)cc1 (stereo unspecified)	-2%
Cc1cc(C(=O)COC(=O)c2ccc(F)cc2F)c(C)n1C1CC1	-5%
O=C(Cc1ccccc1)Nc1ncccn1	0%
Cc1ccc([C@@H]2C[C@H]3[C@@H](CN2S(=O)(=O)c2ccc(C)cc2)C(=O)C[C@@H](c2ccccc2)N3S(=O)(=O)c2ccc(C)cc2)cc1	2%
Nc1cc(N)nc(SCC(=O)Nc2cccc(S(=O)(=O)N3CCCCC3)c2)n1	-11%
N#Cc1ccc(S(=O)(=O)Nc2ccccc2N2CCOCC2)cc1	5%
O=C(COC(=O)/C=C/c1ccccc1)NC(=O)NCc1ccccc1	-11%
CC1CC1C(=O)N(C)CC(=O)Nc1cccc(F)c1 (stereo unspecified)	-6%
CC1CCCC(NC(=O)CN(C)CC(=O)Nc2cccc(F)c2)C1C (stereo unspecified)	1%
Cc1ccc2nnn(Cc3cccc(C(C)(C)C)c3O)c2c1	-1%
Cc1ccc(C(=O)COC(=O)CCNS(=O)(=O)c2ccccc2F)cc1	-6%
O=C(Nc1ccccc1N1CCOCC1)c1ccc(F)c(S(=O)(=O)N2CCOCC2)c1	-17%
COc1cc(C=NO)nc(-c2ccccn2)c1	2%
CCN(CC)CCn1c2c(c(SCC(=O)Nc3nccs3)nc1=O)CCCC2	-5%
Cc1ccc(CSCC(=O)N(C)CC(=O)Nc2ccccc2C(F)(F)F)cc1	6%
COc1ccc(NC(=O)CSCC(=O)Nc2sccc2C#N)cc1	-14%
CC(C)(C)OC(=O)N1CCCC(C(=O)Nc2cccc(C(=O)NCCCCc3ccccc3)c2)C1 (stereo unspecified)	3%
CCCCNc1c(-c2ccc(OC)c(Sc3ccc(OC)cc3)c2)nc2cnccn12	-11%
O=C1c2ccccc2C(=O)C1C(=O)C1CC1	16%
O=c1onc(-c2ccccc2)c2ccccc12	-5%
COc1ccc(OC)c(NC(=O)CCNC(=O)N2CC(=O)Nc3ccccc32)c1	-4%

Going on with the list.
SMILES	Dengue-2 NS5 capping	others
N#CCCN(C(=O)COC(=O)C1CCN(c2ccc(C(F)(F)F)cn2)CC1)c1ccc(F)cc1	-7%
C=CCC[C@@H](Cc1ccc(F)cc1)C(=O)OC[C@@H]1CCCN1C(=O)[C@@H](CC=C)CC(=O)N[C@@H](CO)Cc1ccccc1	-8%
Nc1cc(N)c2c(c1)C(=O)c1ccccc1-2	-3%
Cc1cc(C(=O)COc2ccccc2C#N)c(C)n1C1CC1	-6%
CC(=O)c1ccc(S(=O)(=O)N2CCN(CCOc3ccccc3)CC2)cc1	5%
COc1ccc(NS(=O)(=O)c2ccc(C)c(C(=O)N(C)CC(=O)Nc3cccc(OC)c3)c2)cc1	-1%
O=C(CNC(=O)c1ccc(OC(F)F)cc1)NCc1ccccn1	5%
CC[C@]12c3[nH]c4cc(CCC(=O)N(C)C)ccc4c3CCN1C(=O)[C@@H](CC(=O)NCc1ccc(OC)c(OC)c1)C[C@@H]2C(=O)N1CCN(C(=O)c2ccco2)CC1	-9%
Cc1ccccc1C(=O)NCC(=O)NNC(=O)c1cccc(Cl)c1	2%
COc1ccc(CN2C(=O)C(CC(=O)NCC3CCCCC3)CC(C(=O)N3CCOCC3)=C2C)cc1 (stereo unspecified)	-2%
Cc1cc(C)c(C)c(C(=O)C(=O)c2ccccc2)c1	6%
CN1CCN(S(=O)(=O)c2ccc(SCCOc3ccc(Cl)cc3)nc2)CC1	-4%
O=C(CN1C(=O)NC2(CCCC2)C1=O)Nc1cc(C(F)(F)F)ccc1N1CCOCC1	7%
CCC/C(=C1/c2ccccc2C(=O)N1c1ccccc1)c1cnc(OC)nc1	-7%
CCOC(=O)c1c(C)[nH]c(C)c1C(=O)COC(=O)C1CC(=O)N(CCc2ccccc2)C1 (stereo unspecified)	1%
CC[C@]12c3[nH]c4cc(-c5ccco5)ccc4c3CCN1C(=O)[C@@H](CC(=O)NCCC1=CCCCC1)C[C@@H]2C(=O)N1CCN(C(=O)c2ccco2)CC1	5%	Dengue-2 NS5 capping pilot replicate=-6.4
N#Cc1ccc(OCC(=O)NC2CCCCCC2)cc1	-7%
CCC(CO)Oc1cc(NC(=O)Cc2ccccc2)c2ncn(C(C)C)c2c1 (stereo unspecified)	-2%
COc1ccc(OCC(=O)Nc2cc(S(=O)(=O)N3CCCCC3)ccc2OC)cc1	-1%
CNc1cc(=O)n(C)c(=O)n1-c1ccccc1	-6%
Cc1cc(OCC(=O)OCC(=O)NC2CCS(=O)(=O)C2)ccc1Cl (stereo unspecified)	-1%
O=C(COC(=O)/C=C/c1cccc(C(F)(F)F)c1)NC(=O)NC1CCCC1	-9%
Cc1ccc(S(=O)(=O)N2CCN(C(=O)CN3CCN(c4ccc(O)cc4)CC3)CC2)cc1	1%
CC(C#N)OC(=O)c1cccnc1SCC(=O)Nc1ccc2c(c1)OCO2 (stereo unspecified)	8%
Cc1ccccc1NS(=O)(=O)c1ccc(C(=O)N(C)CC(=O)Nc2ccccc2Br)cc1	9%
CN(CC(=O)Nc1ccc(Cl)c(Cl)c1)C(=O)c1cccc2cccnc12	-7%
Cc1ccccc1OCC(=O)Nc1nc(-c2ccncc2)cs1	4%
O=C(COC(=O)CCN=C1NS(=O)(=O)c2ccccc21)NNC(=O)c1ccc(Cl)cc1	-3%
CCOC(=O)N1CCN(C(=O)COC(=O)c2cc(C)ccc2C)CC1	0%
N#Cc1ccccc1OCC(=O)N1CC(=O)Nc2ccccc21	-4%
O=C1NC(=O)C2(CCC(C3CCCCC3)CC2)N1 (stereo unspecified)	7%
Cc1cc(C)c(C)c(S(=O)(=O)N2CCC(C(=O)NC3=NCCS3)CC2)c1C	2%
O=C(NN=Cc1ccc(F)cc1)c1cccc(S(=O)(=O)N2CCCC2)c1	3%
COc1cccc(S(=O)(=O)Nc2ccc3c(c2)[C@H]2C[C@H](CC(=O)N[C@@H](C)c4ccccc4)O[C@H](CO)[C@H]2O3)c1	-1%
CCOC(=O)[C@H]1[C@H]2COc3ccc(Cl)cc3[C@@H]2N2C(=O)c3cc(Cl)ccc3NC(=O)[C@@]12C	-7%
CN(CC(=O)Nc1ccccc1Br)C(=O)c1ccccc1OCc1ccc(Cl)cc1	-12%
O=C(CCN1CCC2CCC(C2)C1)c1ccccc1 (stereo unspecified)	-3%
CCCCn1c(N)c(N(CC(C)C)C(=O)C2=NN(c3ccccc3)C(=O)CC2)c(=O)[nH]c1=O	-1%
O=C(CSc1nc(C(F)(F)F)cc(=O)[nH]1)N1CCOCC1	2%
COCCN(Cc1nc2ccccc2c(=O)[nH]1)C(=O)COc1c(C)cc(Cl)cc1C	-3%
OC(c1ccccc1)C(NCCNCc1ccccc1)c1ccccc1 (stereo unspecified)	4%
CC(CNC1CCCCC1)OC(=O)c1ccccc1 (stereo unspecified)	-1%
CC(=O)C1CCC2C3CC=C4N(C)C(=O)CCC4(C)C3CCC12C (stereo unspecified)	-6%
CCN(CC(=O)Nc1ccc(OC)cc1)C(=O)Cc1coc2cc(C)c(C)cc12	-3%
COc1cc(OC)cc(C(=O)Nc2ccn(C)n2)c1	-6%
COC(=O)c1ccc(CNC(=O)c2ccc(S(=O)(=O)N3CCCCCC3)cc2)cc1	-2%
C[C@@H](NC(=O)c1nc[nH]c1C(=O)N[C@H](C)c1ccccc1)c1ccccc1	-3%
Cc1cccn2c(=O)nc(SCC(=O)NCc3ccccc3)nc12	1%
CC(Sc1ncnc2sccc12)C(=O)Nc1ccc(S(N)(=O)=O)cc1 (stereo unspecified)	4%
Cc1ccc([C@H]2C[C@H](O)[C@@H](n3cc(-c4ccc(F)cc4)nn3)CN2Cc2cccs2)cc1	-5%
CC1CN(C(=O)c2ccc(NS(=O)(=O)c3ccc(F)c(F)c3)cc2)CC(C)O1 (stereo unspecified)	1%
O=C(COc1ccc(F)cc1Cl)NC1CCCCCC1	3%

In the list so far, these have a Cl atom:
SMILES	Dengue-2 NS5 capping	others
O=C(COC(=O)c1ccccc1OCc1ccc(Cl)cc1)NCC1CCCO1 (stereo unspecified)	-3%
O=C(CN1CCN(C(=O)CNC(=O)c2ccc3c(c2)OCO3)CC1)Nc1ccccc1Cl	4%
CN(CC(=O)Nc1c(Cl)cccc1Cl)C(=O)CNC(=O)c1ccc2c(c1)OCO2	0%
CC(OC(=O)c1cc(=O)[nH]c2ccccc12)C(=O)Nc1ccc(Cl)cn1 (stereo unspecified)	-13%
COCc1c(C(=O)NCCOc2ccc(Cl)cc2)oc2ccccc12	0%
O=C(CNC(=O)c1ccco1)NNC(=O)c1cccc(Cl)c1	-12%
CC1CCCC(NC(=O)Cn2c(Cl)nc3c2c(=O)n(C)c(=O)n3C)C1C (stereo unspecified)	3%
COc1ccc(C(CNC(=O)c2cc(S(=O)(=O)N3CCN(c4ccccc4)CC3)ccc2Cl)N(C)C)cc1 (stereo unspecified)	-2%
Cc1ccccc1C(=O)NCC(=O)NNC(=O)c1cccc(Cl)c1	2%
CN1CCN(S(=O)(=O)c2ccc(SCCOc3ccc(Cl)cc3)nc2)CC1	-4%
Cc1cc(OCC(=O)OCC(=O)NC2CCS(=O)(=O)C2)ccc1Cl (stereo unspecified)	-1%
CN(CC(=O)Nc1ccc(Cl)c(Cl)c1)C(=O)c1cccc2cccnc12	-7%
O=C(COC(=O)CCN=C1NS(=O)(=O)c2ccccc21)NNC(=O)c1ccc(Cl)cc1	-3%
CCOC(=O)[C@H]1[C@H]2COc3ccc(Cl)cc3[C@@H]2N2C(=O)c3cc(Cl)ccc3NC(=O)[C@@]12C	-7%
CN(CC(=O)Nc1ccccc1Br)C(=O)c1ccccc1OCc1ccc(Cl)cc1	-12%
COCCN(Cc1nc2ccccc2c(=O)[nH]1)C(=O)COc1c(C)cc(Cl)cc1C	-3%
O=C(COc1ccc(F)cc1Cl)NC1CCCCCC1	3%
